Compound activity as filed in PubChem BioAssay.
Cl transport mod: modulates chloride dependent transport by human KCC2. B-score of Tl+ flux slope (higher = more flux/activation; lower = inhibition) at 10 µM. actives 2.2% (n = 190,000). Q9H2X9. KCC2 cells, thallium flux FluoZin-2 fluorescence;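 active = thallium flux slope and its plate-corrected score both differing from the plate sample mean at a set confidence after two filtering rounds, in either direction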;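 also: slope of fluorescence scaled to starting intensity during 10 to 20 s after thallium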
m-calpain inh: calpain II (pig) inhibition; purified calpain II, fluorogenic peptide substrate, 30 min; inhibition, % at 16 µM; actives 0.37% (n = 220,000); AID 1236;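 active = inhibition above about 50%, limit read from the data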
thrombin 1536: thrombin (human) inhibition; P00734; alpha-thrombin, Boc-VPR-AMC fluorogenic substrate cleavage; inhibition, % at 5 µM; actives 0.26% (n = 220,000);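 active = inhibition at or above 40%; inactive = inhibition below 40%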;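 also: 0% = enzyme with no compound and 100% = wells without enzyme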
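System: Human alpha-thrombin protein | Medium: pH 7.5 Tris (50 mM) with NaCl 150 mM, Tween 20 0.05% | Times: Enzyme reaction carried out at room temperature | Detection: AMC fluorescence, 355/460 nm | Evaluation: Percent inhibition scaled between no-compound controls and no-enzyme blanks | Benchmarks: Enzyme without compound as high, wells lacking enzyme as low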
TRPML3 ag: human mucolipin-3 channel agonism. actives 0.29% (n = 220,000). Q8TDD5. activation, % at 3 µM. HEK293 TRPML3-YFP, Fluo-8 calcium fluorescence; 100% = the carbachol control signal. AID 1448;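 active = activation above its plate's cutoff, the mean activation of the plate's test wells plus 3 SD, cut at about 12% in these data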;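 also: 0% = DMSO only wells and 100% = carbachol wells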
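Test system – HEK293 line with stable expression of human TRPML3-YFP channel · Control set – carbachol 87 µM final as high control (100%), DMSO as low control (0%) · Signal – Fluo-8 calcium dye fluorescence, ex 470-495, em 515-575 nm · Incubation – 1-h 37 °C dye load, 5-s basal, 120-s post-compound reads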
PPC-1+TRAIL kill: kills PPC-1 cancer cells in the presence of TRAIL. PPC-1 cells + TRAIL, ATPLite viability luminescence. AID 1443. cell killing (% activity), % at 4 µM. actives 0.41% (n = 220,000);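 active = cell killing above 50% in the first pass at 4 µM, then a duplicate retest at 5 µM averaging 50% or more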;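 also: plate controls were cells with TRAIL plus DMSO for no effect and medium-only wells lacking cells for full effect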
zfTRPN1 agonist: agonists of zebrafish TRPN1 channel. HEK293 zebrafish TRPN1-YFP, Fluo-8 calcium fluorescence; 100% = response to 87 µM carbachol. activation, % at 3 µM. actives 0.18% (n = 220,000);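 active = activation above its plate's cutoff, the mean activation of test wells on that plate plus 3 SD, cut at about 19% in these data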;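 also: 0% = DMSO alone and 100% = 87 µM carbachol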
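Material: zebrafish TRPN1-YFP in HEK293 cells; Doses: single test compound dose, 3 µM nominal, 0.3% DMSO; Timing: dye loading 1 h at 37 °C, then 30 min room temperature; Technique: intracellular calcium fluorescence with Fluo-8; Benchmarks: high carbachol 87 µM, low DMSO alone.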
TbHK1 inh: T. brucei hexokinase 1 inhibition | recombinant TbHK1, G6PDH-coupled NADH A340 | inhibition, % at 10 µM | actives 0.11% (n = 220,000);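 active = inhibition of 50% or more in the single-dose primary screen; inactive = inhibition below 50%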
EBV gp42 inh: blocks Epstein-Barr virus glycoprotein 42 binding. Q1HVG2. Fluorescence polarization binding assay, mP read-out. actives 0.42% (n = 220,000). inhibition, % (tested at 21.74 µM); in the data active = inhibition above about 50%
Target sequence (Q1HVG2 whole entry, looked up): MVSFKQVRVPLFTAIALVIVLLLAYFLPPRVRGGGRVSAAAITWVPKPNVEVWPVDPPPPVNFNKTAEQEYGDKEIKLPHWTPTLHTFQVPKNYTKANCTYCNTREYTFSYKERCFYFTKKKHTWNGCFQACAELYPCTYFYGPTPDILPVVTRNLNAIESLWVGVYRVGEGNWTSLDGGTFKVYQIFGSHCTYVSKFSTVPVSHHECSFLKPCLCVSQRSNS
Furin inhibitor: blocks human furin protease activity | inhibition, % at 30 µM | AID 463115 | P09958 | actives 0.061% (n = 220,000) | purified furin, fluorogenic substrate cleavage; in the data active = inhibition above about 25%; also: inactives centre near -15
Target sequence (P09958 108-714 limits assumed): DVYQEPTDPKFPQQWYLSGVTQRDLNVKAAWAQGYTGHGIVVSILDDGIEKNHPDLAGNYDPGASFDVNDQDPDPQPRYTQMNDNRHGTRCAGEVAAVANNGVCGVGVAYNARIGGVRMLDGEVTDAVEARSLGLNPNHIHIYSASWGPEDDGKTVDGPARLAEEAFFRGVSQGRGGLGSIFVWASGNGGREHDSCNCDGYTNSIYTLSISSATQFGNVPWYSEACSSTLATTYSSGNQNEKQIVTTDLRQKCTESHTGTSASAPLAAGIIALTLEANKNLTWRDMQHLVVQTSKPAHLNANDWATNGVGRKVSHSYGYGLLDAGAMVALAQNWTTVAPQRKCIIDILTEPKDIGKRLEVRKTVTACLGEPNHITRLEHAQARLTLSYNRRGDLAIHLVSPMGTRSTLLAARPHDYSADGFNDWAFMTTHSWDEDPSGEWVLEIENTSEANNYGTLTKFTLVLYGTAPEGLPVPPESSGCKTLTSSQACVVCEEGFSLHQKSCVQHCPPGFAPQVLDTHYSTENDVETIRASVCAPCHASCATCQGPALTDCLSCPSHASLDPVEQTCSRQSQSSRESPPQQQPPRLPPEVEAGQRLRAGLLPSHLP
The depositor's hits bear a star; . = no result given; [ ] = another dose, or the depositor's remark.

smiles	Cl transport mod	m-calpain inh	thrombin 1536	TRPML3 ag	PPC-1+TRAIL kill	zfTRPN1 agonist	TbHK1 inh	EBV gp42 inh	Furin inhibitor
COc1ccc(S(=O)(=O)CCC(=O)N2CCN(c3ccccc3F)CC2)cc1	-0.49	14	3	0.4	16	0.2	-5	-6	-28
O=C(CNC(=O)C1CCCCC1)OCC(=O)c1ccc(Cl)s1	-0.35	11	-11	-0.8	3	-0.8	0	-12	-19
O=C(CSc1nc2ccc(Nc3nc(N4CCOCC4)nc(N4CCOCC4)n3)cc2s1)NCc1ccco1	-0.23	-105	5	0.6	4	-0.2	-8	8	-13
Cc1cc2c(OCC(O)CN3CCCC3)cccc2[nH]1 (stereo not drawn)	1.4	10	14	-0.1	-28	-0.2	12	-3	-1
CCNC(=O)c1sc(-c2ccccc2)nc1C	-1.9	-34	-6	0.2	9	0.0	-10	-6	-26
Cc1cccc(C)c1NC(=O)COc1cccc(/C=N/NC(=O)C(=O)NCc2ccccc2)c1	.	1	-6	1.2	8	1.2	-1	-10	-20[20 µM]
O=C(N/N=C/c1ccc2c(c1)OCO2)c1cc(-c2ccccc2)nc2ccccc12	-0.88	-23	16	-0.1	16	0.0	-5	1	-20
Cc1cccc(N2C(=O)CC(Cn3nc(C)cc3C)C2=O)c1 (stereo not drawn)	-0.074	-17	-2	0.4	23	0.2	-8	-9	-20
CC(C)NC(=O)C(=O)N/N=C/c1ccco1	.	4	-1	1.1	-1	1.1	-27	-12	-10[20 µM]
COc1ccc(CN2CC(C(=O)NCCCOC(C)C)CC2=O)cc1 (stereo not drawn)	0.0014	3	-2	0.3	14	0.8	10	-14	-1[20 µM]
O=c1c2oc3ccccc3c2[nH]c(=S)n1-c1ccc(F)cc1	1.7	-1	-1	0.7	-6	1.1	-13	-9	-18
O=C1N/C(=N/c2ccccn2)SC1Cc1ccccc1 (stereo not drawn)	-0.36	-9	1	0.5	-3	-0.3	-2	-27	-21
COc1ccc(/C=N/NS(=O)(=O)c2ccc(NC(C)=O)cc2)cc1	0.54	-20	-4	-0.3	10	1.6	-17	-3	-20
O=C(NCCc1c[nH]c2ccccc12)C(=O)NCC1OCCN1S(=O)(=O)c1ccccc1 (stereo not drawn)	-0.76	-57	5	0.5	-15	-0.2	-7	-15	-20
Cc1ccc(C(=O)c2c(NC(=O)c3ccccc3)sc(C)c2C)cc1	.	37	2	-0.3	-9	0.0	-2	-39	-5[20 µM]
CCOc1cc(NC(=S)NCC2CCCO2)c(OCC)cc1NC(=O)CC (stereo not drawn)	0.031	27	-8	0.3	6	2.2	4	-4	-19
CCOc1ccc(/C(CC)=N/NC(=O)C2(C)CC2(Br)Br)cc1 (stereo not drawn)	-0.95	20	-3	0.7	24	-0.9	-2	-3	-29
Cc1nc(NC(=O)COc2ccccc2)sc1C(=O)Nc1cccc(Cl)c1	0.089	10	11	-0.4	-20	-3.2	-3	-7	-15[20 µM]
CCOC(=O)C(Sc1ncn[nH]1)c1ccccc1 (stereo not drawn)	-0.34	4	-4	-0.8	14	-2.3	0	-23	-19[20 µM]
COc1ccc(CCNC(=O)CCS(=O)(=O)c2ccc(C)cc2)cc1OC	0.81	16	-1	0.0	7	-0.8	-8	7	-5[20 µM]
COc1ccccc1CNC(=O)CCCn1c(=O)c2ccccc2n(CC(=O)NC2CCCC2)c1=O	-0.074	3	-5	-0.3	18	-0.3	-4	-9	-23[20 µM]
CCN(CC)C(=O)c1sc2nc(-c3cccs3)cc(-c3cccs3)c2c1N	-2.5	-32	-3	0.1	13	-0.8	-14	47	-9
O=C(Nc1ccc2oc(-c3ccncc3)nc2c1)c1cccs1	.	-216	-1	0.6	12	1.4	-17	7	-11[20 µM]
CCCCOC(=O)c1ccc(NC(=O)c2ocnc2C)cc1	.	-32	1	1.7	-17	3.5	0	-10	-9
O=S(=O)(Nc1ccc(F)cc1)N1CCCCCC1	.	-5	-8	0.2	-1	-1.6	-2	-8	-26[20 µM]
CC1CCN(c2ccc(NC(=O)c3ccccc3[N+](=O)[O-])cc2)CC1	-0.37	6	-3	0.4	23	0.8	5	-1	-12
COC(=O)c1ccc(C)c(NC(=O)CCNC(=O)c2ccc([N+](=O)[O-])cc2)c1	0.24	-12	-16	-0.6	-20	-1.0	-6	-2	-20
COC(=O)c1cccc(NC(=O)CN(c2ccc3c(c2)OCO3)S(C)(=O)=O)c1C	0.076	-42	0	0.1	43	-0.2	5	-9	-19[20 µM]
Clc1ccc(CN2CCC(Cc3ccccc3)CC2)cc1	-0.24	17	-7	-0.9	11	-0.9	1	-7	-8
Clc1ccc(SCCN2CCNCC2)cc1	-0.54	-26	-6	1.4	8	0.1	-1	-15	-36

An excerpt from above in order of number of heavy atoms, falling:
smiles	Cl transport mod	m-calpain inh	thrombin 1536	TRPML3 ag	PPC-1+TRAIL kill	zfTRPN1 agonist	TbHK1 inh	EBV gp42 inh	Furin inhibitor
CC1CCN(c2ccc(NC(=O)c3ccccc3[N+](=O)[O-])cc2)CC1	-0.37	6	-3	0.4	23	0.8	5	-1	-12
O=C(Nc1ccc2oc(-c3ccncc3)nc2c1)c1cccs1	.	-216	-1	0.6	12	1.4	-17	7	-11[20 µM]
O=C(CNC(=O)C1CCCCC1)OCC(=O)c1ccc(Cl)s1	-0.35	11	-11	-0.8	3	-0.8	0	-12	-19

Additional records
smiles	Cl transport mod	m-calpain inh	thrombin 1536	TRPML3 ag	PPC-1+TRAIL kill	zfTRPN1 agonist	TbHK1 inh	EBV gp42 inh	Furin inhibitor
COc1ccc2nc(SC(C(=O)c3ccccc3)c3ccccc3)nc(C)c2c1 (stereo not drawn)	1	-8	-15	0.1	6	1.5	-17	-27	-4
CC12CN3CC(=O)N4CC5(C)CN(CC(C)(C4)C5=O)C(=O)CN(C1)CC(C)(C3)C2=O	-0.56	-6	4	1.4	17	0.5	-20	-18	-22
C[N+](C)(C)CCOP(=O)(O)OP(=O)([O-])OC[C@H]1O[C@@H](n2ccc(N)nc2=O)[C@H](O)[C@@H]1O	-1.9	28	-2	0.6	12	1.8	7	-13	-9
Nc1nc(CSCCO)nc(Nc2ccc(F)cc2)n1	1.3	-13	-2	0.1	-4	0.1	-34	-14	-9[20 µM]
O=P(CO)(Cc1ccccc1)Cc1ccccc1	3	-5	5	0.8	15	0.9	-4	-22	-10
COC(=O)c1ccc(NC(=S)NN2CCCCC2c2cccnc2)cc1 (stereo not drawn)	-0.9	19	8	-0.5	-4	-0.2	-10	-3	-13
CCOc1ccc2nc(NC(=S)N(C)C)sc2c1	.	16	0	0.9	12	0.8	-38	-20	-10[20 µM]
CC(C)[C@H](NC(=O)c1ccc(F)cc1)C(=O)OCC(=O)NC(=O)c1cccn1C	0.047	-24	2	0.4	9	0.6	0	-13	-18
COc1cc(OC)cc(-c2nc3ccccc3s2)c1	-0.5	-35	5	0.0	10	0.3	1	-7	-7[20 µM]
Cc1ccc(NC(=O)N2CCC(C(=O)NCc3ccc(F)cc3)CC2)cc1	.	-18	-1	0.3	29	1.1	1	-20	-13
Cc1ccc(/C=C/C(=O)c2cc(Br)ccc2OC(=O)c2ccco2)cc1	-0.032	-21	1	0.3	8	0.8	-6	-5	-8[20 µM]
C=CCc1c(OC(C)=O)c2ccccc2n(C)c1=O	-1.1	-32	-9	1.1	11	1.3	-13	-4	-4
C=CCn1c(SCC(=O)c2cc(C)n(CC3CCCO3)c2C)nnc1-c1ccccc1 (stereo not drawn)	0.085	6	10	0.5	-1	0.4	-11	-12	-14
COc1ccc(NC(=O)c2cc(S(=O)(=O)Nc3ccc(OC)cc3)cs2)cc1	-0.099	23	-4	0.6	26	2.4	-7	-18	0
Cc1ccc(Cn2ncc(C)c2N)o1	1.2	26	16	0.2	15	0.3	-3	-16	-8
COc1ccc(OC)c(NC(=O)CCC(=O)Nc2nnc(C(F)(F)F)s2)c1	.	-24	-3	0.7	16	0.4	1	-10	-16
O=C(Nc1ccc(Cl)cc1)/C(=C/c1ccc([N+](=O)[O-])cc1)c1nc2ccccc2s1	1.1	-176	-3	1.1	45	-0.8	-6	-5	-28
Cc1cc(NC(=O)c2ccc(S(=O)(=O)Nc3ccccc3)cc2)no1	0.51	-22	0	-0.2	29	3.3	-5	-14	-22[20 µM]
Nc1cc(Cl)ccc1N1C(=O)CCC1=O	-0.021	5	2	0.9	15	-0.1	-6	-15	-7
O=C(O)c1ccc2c(c1)C(=O)N(NC(=O)c1ccccc1)C2=O	0.93	-3	3	-0.1	7	0.0	5	-27	-12[20 µM]
COc1cc(S(=O)(=O)N2CCOCC2)ccc1NC(=O)COC(=O)CC12CC3CC(CC(C3)C1)C2	0.21	0	20	0.3	18	-1.3	-18	-10	-4[20 µM]
COC(=O)CCC(=O)Nc1sc2c(c1C#N)CCCC2	-0.72	-56	-9	0.0	1	0.1	2	-2	-30
Cc1c(Cl)cccc1NC(=O)CNC(=O)c1ccc(F)cc1	1.5	-14	-6	0.7	5	0.0	-5	-6	-12
COc1ccc(NC(=O)C2CC(=O)N/C(=N/NC(=O)c3ccc(Cl)cc3)S2)cc1 (stereo not drawn)	0.7	-2	-2	0.3	7	-0.8	29	-3	-32
O=C(COC(=O)c1cnccn1)c1ccc(OC(=O)c2ccccc2)cc1	-0.014	-4	-5	0.1	-13	2.8	-9	-28	-11[20 µM]
Cc1cc(C)cc(NC(=O)C2CCCN(c3nccc(C)n3)C2)c1 (stereo not drawn)	0.96	-9	-7	-1.2	29	-1.4	0	5	0[20 µM]
CCOC(=O)CNC(=O)c1cccnc1Oc1ccc(Cl)cc1	-0.089	1	-1	-0.3	14	-0.6	-3	-9	-17
CCn1c(N)c(Br)c(=O)[nH]c1=O	-0.59	-25	-2	-0.9	8	1.6	-2	-11	-32
O=[N+]([O-])c1ccc(Cl)c(/C=N/N2CCN(Cc3ccccc3Cl)CC2)c1	.	-12	3	-0.5	2	-1.1	-6	-13	-16[20 µM]
COc1ccc(Nc2nc(N3CCCCC3)c3ccccc3n2)cc1	.	22	3	-0.3	17	-0.9	5	6	-11
Cc1noc(C)c1COC(=O)c1ccc2c(c1)OCO2	0.01	17	0	0.6	6	0.5	3	-20	-12
Cc1c(C)c(C)c(S(=O)(=O)N2CCSCC2)c(C)c1C	0.84	-7	1	2.6	8	-1.4	1	-8	-13
CC(=O)c1cnn(-c2nc3c(C)cccc3s2)c1C	-0.11	-7	-1	0.0	9	-1.1	-11	-4	-11[20 µM]
O=C1OC2(CCCCC2)OC(=O)C1=CNc1nc2ccccc2s1	3.7*	-18	-3	1.9	2	1.8	-10	-23	-16[20 µM]
Cc1ccnn1CC(=O)N/N=C/c1c[nH]c2ccccc12	0.087	-9	2	1.0	-6	0.3	-24	-5	-16
CNc1nc(-c2ccc3c(c2)CCN3C(=O)c2ccc(F)cc2)cs1	0.046	-5	-11	3.1	-2	5.0	-5	-13	-18
CC(C)c1ccc2oc(-c3ccc(NC(=O)c4ncn[nH]4)cc3)nc2c1	-0.57	-83	-5	0.5	22	9.2	0	-19	-33[20 µM]
